ERK EGF inh = qHTS Assay for Inhibitors of the ERK Signaling Pathway using a Homogeneous Screening Assay; Stimulation with EGF; HEK293-V1b, EGF-stimulated phospho-ERK AlphaScreen; Potency, µM (top dose mostly 11.5 µM), inactives show at the top dose activity change, negative = inhibition, usual class: inhibitors; hit rate 0.41% among 130,000; AID 1454, 2008; active = well fitted inhibition curve with a large enough effect; inconclusive = small, poorly fitted or top-dose-only effect, or effect the other way;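 note: plate controls were stimulated vehicle wells for no effect and unstimulated vehicle basal for full effect; nearly all actives have a fitted effect of over 55% in size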
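Compounds are titrated over HEK293-V1b cells kept overnight in 1% FBS. After 30 min at 37C, EGF (25 nM final) triggers ERK phosphorylation for 5 min, measured by AlphaScreen in lysates.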
Numbers without * were called inactive; ? = inconclusive; [ ] = remark or other dose. Potency is the fitted concentration of half-maximal effect.

SMILES	ERK EGF inh
O=C(CCCc1ccccc1)Nc1ccccn1	-1%
O=C(Cn1nnc(-c2ccccc2F)n1)OCC(=O)c1ccccc1	?
COc1ccc(S(=O)(=O)N2C(=O)/C(=C3\SC(N)=NC3=O)c3ccccc32)cc1	11%[57.5 µM]
COc1ccc(CNC(=O)COc2ccc(C(=O)c3ccc(F)cc3)cc2)cc1	-2%
Cc1cc2cc(CNC(=O)Nc3ccccc3)ccc2[nH]1	-8%
CCCNC(=O)c1ccc2c(=O)c(O)c(-c3ccc(OC)cc3)[nH]c2c1	7%[57.5 µM]
Cc1ccc(/C=N/NC(=O)CSc2nc3ccccc3n2Cc2ccc(Cl)cc2)o1	3%
CSc1ccccc1NC(=O)c1cc(-c2cccnc2)nc2ccc(Br)cc12	-5%
CCCC/C(O)=C1\C(=O)CC(C)(C)CC1=NCCCCCC(=O)O	-4%
Cc1ccc(/C=N\NC(=O)COc2ccc(C)cc2[N+](=O)[O-])cc1	-5%
NS(=O)(=O)c1cccc(NC(=O)Cc2ccc(Cl)c(Cl)c2)c1	0%
CCOC(=O)/C(=C/c1c(C)n(C)c2ccc([N+](=O)[O-])cc12)C(C)=O	9%
COCC(=O)N1CCC2(CC1)CN(c1ccc(-c3ccccc3)cc1)C2	-4%
O=C1c2cccc3cccc(c23)C(=O)N1c1ccncc1	-3%
OC[C@@H](O)COc1cccc2ccccc12	9%
COc1ccc(C(=O)N2CCC3(CCCN(c4cccc(-c5ccccc5)c4)C3)CC2)cc1	3%
O=C(NCc1cccnc1)Nc1ccccc1	-4%
Cc1nc2c(sc3nc(N4CCOCC4)c4c(c32)CC(C)(C)OC4)c(-c2ccccc2)c1C(=O)O	-1%[57.5 µM]
COCCSc1nnc(NC(=O)c2ccc(NC(C)=O)cc2)s1	-2%
Cc1ccc(Cl)cc1N1CCN(CC(=O)NC2CCCc3ccccc32)CC1 (stereo unspecified)	-8%
CCCNC(=O)Cn1nc(C(F)(F)F)c2c1CCCC2	4%
Cc1ccc(C2=Nc3ccccc3SC(c3cccc([N+](=O)[O-])c3)C2)cc1 (stereo unspecified)	-4%[57.5 µM]
Cc1cc2cc3c(cc2nc1SCC(=O)O)CCC3	-6%
Cc1cccc(N(CC(=O)NCCSCc2ccccc2)S(C)(=O)=O)c1	-4%
O=C(C1=C[C@@H](c2csc3ccccc23)C[C@@H](OCc2ccc(CO)cc2)O1)N1CCN(Cc2ccc3c(c2)OCO3)CC1	2%[57.5 µM]
CC1(C)CC(=O)C=C(N2CCOCC2)C1	-9%
CCOc1cc(/C=N/Nc2ncnc(Cl)c2N)ccc1O	-1%
O=C(C[N+]1(CC#Cc2ccccc2)CCOCC1)c1ccccc1	0%
CC(=O)C1=C(O)C(=O)N(C)C1c1ccccc1[N+](=O)[O-] (stereo unspecified)	5%[57.5 µM]
COc1ccc(Oc2ncc3nc(C)c(=O)n(-c4ccc(OC)cc4)c3n2)cc1	8%

2 entries from above, field by field:
> Cc1cc2cc3c(cc2nc1SCC(=O)O)CCC3
  ERK EGF inh = -6%

> Cc1ccc(C2=Nc3ccccc3SC(c3cccc([N+](=O)[O-])c3)C2)cc1 (stereo unspecified)
  ERK EGF inh = -4%[57.5 µM]

(continued)
SMILES	ERK EGF inh
O=C(N/N=C/c1ccccc1[N+](=O)[O-])c1ccc2c(c1)OCCO2	-4%[57.5 µM]
CC(C[N+](C)(C)C)OC(N)=O (stereo unspecified)	-20%[57.5 µM]
CNC(=O)CSc1nc2c([nH]c3ccccc32)c(=O)n1CCOC	-3%
O=C(O)c1ccccc1S	-6%
CC(C)CNC(=O)COC(=O)c1cccc(S(=O)(=O)NCC(F)(F)F)c1	-8%[57.5 µM]
Nc1cccc(C(=O)OCC(=O)NC2CCCc3ccccc32)c1 (stereo unspecified)	-6%
COc1ccc(C(=O)/C=C/Nc2ccc(C)cn2)cc1OC	9%
CCCCCCNC(=O)CC(c1ccccc1)c1cc(Br)ccc1O (stereo unspecified)	8%
CCOC(=O)c1oc2c(c1C)C(=O)CCC2	4%
COC(=O)C1CC1C(NC(=O)[C@H]1CCCCN1)c1ccccc1 (stereo partly specified)	7%
C/C(=N\N1C(=O)CSC1=S)c1ccc(Br)cc1	-4%
CC(=O)Oc1c(C)cccc1C(=O)O	16%
COC(=O)CNC(=O)/C=C/c1cc(Br)ccc1OC	-6%
COC(=O)c1c(C)[nH]c(C)c1-c1cccc([N+](=O)[O-])c1	-7%
N/C(=N\OC(=O)c1cccs1)c1ccccc1	5%
O=C(Oc1ccccc1)N1CCC2(CC1)CN(c1ccccc1)C2	-6%
CCc1ccc(OCc2nnc(SCC(=O)N3CCN(c4ccccc4)CC3)o2)cc1	3%
O=C(NC1(C(F)(F)F)NC(=O)N(c2ccc(F)cc2)C1=O)c1ccncc1 (stereo unspecified)	-12%
O=C(O)/C=C/c1ccc(S(=O)(=O)Nc2ccc(OCc3ccccc3)cc2)cc1	1%[57.5 µM]
COc1ccc(NC(=O)C(NCC(C)C)c2ccccc2)cc1Cl (stereo unspecified)	1%
CCOC(=O)Cc1n[nH]c(=O)c2ccccc12	-6%
c1cc(CN2CCN(C3CCCCCC3)CC2)ccn1	7%
CC(C(=O)N1CCOCC1)N1C(=O)C2C3CC(C(Br)C3Br)C2C1=O (stereo unspecified)	-1%
NS(=O)(=O)c1ccc(CCNC(=O)CCCOc2ccccc2)cc1	-2%
Cc1ccc(-n2c(O)c(/C=N/NC(=O)C3COc4ccccc4O3)c3ccccc3c2=O)cc1 (stereo unspecified)	5%
O=C(O)COCC(=O)NCc1csc2ccccc12	2%[57.5 µM]
N#CCCn1c(=O)c(-c2cc(F)cc(F)c2)nc2cnc(OCc3ccccc3)nc21	-14%
CSc1nc(-c2ccccc2)nc(NC(=O)c2ccccc2)c1C(C)=O	2%
O=C(c1ccccc1)N1CCN(C(=S)NCc2ccc3c(c2)OCO3)CC1	0%
CC(=O)Nc1ccc(S(=O)(=O)N2CCN(C(=O)Cc3ccccc3)CC2)cc1	1%

A run of entries from further up, as a working copy:
SMILES	ERK EGF inh
COC(=O)C1CC1C(NC(=O)[C@H]1CCCCN1)c1ccccc1 (stereo partly specified)	7%
C/C(=N\N1C(=O)CSC1=S)c1ccc(Br)cc1	-4%
CC(=O)Oc1c(C)cccc1C(=O)O	16%
COC(=O)CNC(=O)/C=C/c1cc(Br)ccc1OC	-6%
COC(=O)c1c(C)[nH]c(C)c1-c1cccc([N+](=O)[O-])c1	-7%
N/C(=N\OC(=O)c1cccs1)c1ccccc1	5%
O=C(Oc1ccccc1)N1CCC2(CC1)CN(c1ccccc1)C2	-6%
CCc1ccc(OCc2nnc(SCC(=O)N3CCN(c4ccccc4)CC3)o2)cc1	3%
O=C(NC1(C(F)(F)F)NC(=O)N(c2ccc(F)cc2)C1=O)c1ccncc1 (stereo unspecified)	-12%
O=C(O)/C=C/c1ccc(S(=O)(=O)Nc2ccc(OCc3ccccc3)cc2)cc1	1%[57.5 µM]
COc1ccc(NC(=O)C(NCC(C)C)c2ccccc2)cc1Cl (stereo unspecified)	1%
CCOC(=O)Cc1n[nH]c(=O)c2ccccc12	-6%
c1cc(CN2CCN(C3CCCCCC3)CC2)ccn1	7%
CC(C(=O)N1CCOCC1)N1C(=O)C2C3CC(C(Br)C3Br)C2C1=O (stereo unspecified)	-1%
NS(=O)(=O)c1ccc(CCNC(=O)CCCOc2ccccc2)cc1	-2%
Cc1ccc(-n2c(O)c(/C=N/NC(=O)C3COc4ccccc4O3)c3ccccc3c2=O)cc1 (stereo unspecified)	5%
O=C(O)COCC(=O)NCc1csc2ccccc12	2%[57.5 µM]
N#CCCn1c(=O)c(-c2cc(F)cc(F)c2)nc2cnc(OCc3ccccc3)nc21	-14%

New compounds follow
SMILES	ERK EGF inh
CC1=C(C(=O)N(C)Cc2ccccc2)C2(CCC(C)CC2)OC1=O (stereo unspecified)	10%
Cc1ccc(N2Cc3ccccc3C2=S)cc1	-1%
O=C(CNC(=O)c1ccc2c(c1)OCCO2)N/N=C/c1ccc(O)cc1O	-3%
Nc1ccc(-c2nc3cc(N)ccc3n2CCO)cc1	-10%[57.5 µM]
Cc1ccc(N(CN2CCCC2=O)C(=O)c2ccccc2)cc1	-7%
NC(=O)c1ccc(NCCCN2CCOCC2)c([N+](=O)[O-])c1	-8%
C#C[C@]1(OC(C)=O)CCC2C3CCC4=CC(=O)CCC4C3CC[C@]21C (stereo partly specified)	-8%
CCNC(=S)N/N=C/c1ccc(F)cc1	-9%
COc1ccc(CNC(=O)CCC(=O)Nc2nnc(C(C)C)s2)cc1	6%[57.5 µM]
Cn1c(=O)oc2cc(S(=O)(=O)N3CCC(C(=O)NCCc4ccccc4)CC3)ccc21	-7%[57.5 µM]
Cc1ccc2[nH]c3c(=O)n4c(nc3c2c1)SCC4	-1%
Cc1ccc(-n2c(P(C)(=O)O)nc3ccccc32)cc1	-7%
Clc1ccccc1Cc1noc(CN2CCN3CCCC3C2)n1 (stereo unspecified)	?
O=C(CNc1cccc(C(F)(F)F)c1)N/N=C/c1cn(-c2ccccc2)nc1-c1ccccc1	-2%
COc1ccccc1N1CCN(C(=O)c2cc(C)oc2C)CC1	-2%[57.5 µM]
COC(=O)[C@H]1CC2(CC=C(C)C)C(=O)[C@@](CC=C(C)C)(C(=O)C(C(=O)c3ccccc3)=C2OC)C1(C)C (tested in a mixture with another compound)	-9%
COCCCNC(=S)Nc1ccc2c(c1)OCCO2	1%
CC(=O)c1sc(=S)n(-c2ccccc2)c1C	1%[57.5 µM]
CCc1ccccc1N1C(=O)CC(N2CCc3ccccc32)C1=O (stereo unspecified)	0%
Cc1ccc(-n2nnnc2CSc2nnc(-c3ccc(O)cc3)o2)cc1	9%
Cc1ccc(S(=O)(=O)NCc2ccncc2)c(C)c1C	-1%
CCOC(=O)c1ccc(N2CN(CC)CNC2=S)cc1	-10%
O=C(O)CCn1cc(/C=N/O)c(-c2cccc([N+](=O)[O-])c2)n1	1%
CC(C)CNC(=O)c1cccc(NC(=O)Cc2ccc(Br)cc2)c1	4%
CC(C)(C)NC(=O)/C(=C\c1ccco1)NC(=O)c1cccs1	2%
O=C(NC1CCCC1)C(c1cccnc1)N(CCc1ccccc1)C(=O)c1ccco1 (stereo unspecified)	-2%
O=C(Oc1cc(=O)n2ccccc2n1)c1ccccc1	0%
Cc1cc2c(C)nc(N/N=C/c3ccc(F)cc3)nc2o1	7%
COC(=O)N/N=C/c1ccccc1OCc1ccccc1	-12%
O=C(CN1CCN(C/C=C/c2ccccc2)CC1)NCc1ccccc1	-3%
COc1ccc(/C=C/C(=O)NC(=S)N2CCN(c3ccccc3OC)CC2)cc1	-2%[57.5 µM]
CC(=O)c1ccn(S(=O)(=O)c2ccccc2)c1	-3%
O=[N+]([O-])c1ccc([N+](=O)[O-])c(Nc2ccc(N3CCOCC3)cc2)c1	?
CCCCNC(=S)Nc1ccc2nc3n(c(=O)c2c1)CCCCC3	0%
CC(C)CCNC(=O)C(C)N(C(=O)c1snc(C(N)=O)c1N)c1cnc2ccccc2c1 (stereo unspecified)	2%
CC(=O)N1c2ccc(N=Cc3cc(Br)cc(Br)c3O)cc2CC1C (stereo unspecified)	-3%[57.5 µM]
CC(C)(C)CN1CCNC(=O)C1CC(=O)N1CCOc2ccccc2C1 (stereo unspecified)	-4%
NC1=NC(=O)/C(=C\c2ccc(O)c([N+](=O)[O-])c2)S1	-5%
COc1cccc(/C=C/C(=O)OCC(=O)c2c[nH]c3ccccc23)c1OC	?
CCOc1ccc(NC(=O)c2cc(SC)ccc2Cl)cc1	3%
O=S(=O)(Nc1ccncc1Cl)c1ccc2ccccc2c1	-6%
C=CCN(c1ccc(F)cc1)S(=O)(=O)c1cc(C(=O)OCC(=O)N(C)C2CCS(=O)(=O)C2)ccc1Cl (stereo unspecified)	-6%[57.5 µM]
Cc1ccc(C)c(SCC(=O)Nc2cccc(S(=O)(=O)NC3=NCCCCC3)c2)c1	6%
COc1ccc(C2CC3(O)CC(C#N)(C(=O)N3)C2(C#N)C#N)cc1 (stereo unspecified)	-5%[57.5 µM]
O=C(NCCCN1CCOCC1)c1ccc2c(c1)N(Cc1ccccc1)CCS2	4%[57.5 µM]
CCCCCCN(CCCCCC)C(=O)Cc1c(-c2ccc(Cl)cc2)[nH]c2ccc(Cl)cc12	-4%
COC(=O)c1c(NC(=O)CC2SC(N)=NC2=O)sc2c1CCC(C)C2 (stereo unspecified)	1%
O=C(CCN1C(=O)CSC1=O)Nc1ccc(Br)cc1	-2%
CCc1ccc(NC(=O)CC2C(=O)N(c3ccc(C)cc3)C(=O)N2C2CC2)cc1 (stereo unspecified)	-16%
O=[N+]([O-])c1ccc(N2CCN(C(=S)Nc3cccc(F)c3)CC2)cc1	?
O=C(CCn1c2c(c3ccccc31)CCCC2)NNC(=O)c1ccc(Cl)c([N+](=O)[O-])c1	5%
CCOC(=O)C1CCN(C(=O)/C=C/c2cc(OC)c(OC)c(OC)c2)CC1	2%
CCC(=O)Nc1sc(Cc2ccccc2)c(C)c1C(N)=O	-2%
COc1ccc(CC(=O)NCc2n[nH]c(=S)n2-c2ccccc2OC)cc1	-6%
CCn1nnnc1SCC(=O)Nc1ccc(OCc2ccccc2)cc1	-4%
O=C(O)c1cccc(-n2cccc2/C=C/[N+](=O)[O-])c1	-10%[57.5 µM]
CSc1ccc(C(=O)C2CCCN(C(=O)Cc3nonc3C)C2)cc1 (stereo unspecified)	-10%[57.5 µM]
Cc1ccc(-n2nc(C)c(C(C)(O)C(F)(F)F)c2N)cc1 (stereo unspecified)	1%
CC(C)(C)C(=O)Nc1cccc(-c2ncon2)c1	-3%[57.5 µM]
CCN(CC)C(=O)Cc1ccccc1	-1%[57.5 µM]
Cc1cccc(NNC(N)=S)c1C	-17%[57.5 µM]

An excerpt. The share of hits here may be higher or lower than overall.
